NCI-60 one-dose screen, 48 h, at 10 µM unless noted. Numbers give growth in % (100 = growth as untreated, 0 = no growth, -100 = all killed).
MCF7: MCF7 breast cancer. 82,000 compounds, 6.3% hits
SR: SR leukemia cells | AID 1794780 | 73,000 compounds, 8.7% hits
BT-549: BT-549 breast cancer; 78,000 compounds, 4.4% hits
MDA-MB-468: MDA-MB-468 breast cancer; 78,000 compounds, 8.5% hits
MDA-MB-435: MDA-MB-435 melanoma | 82,000 compounds, 7.8% hits | AID 1794794
MDA-MB-231: MDA-MB-231 breast cancer. 81,000 compounds, 5% hits. AID 1794789
MOLT-4: MOLT-4 leukemia cells; 80,000 compounds, 6.9% hits
K-562: K-562 leukemia | 78,000 compounds, 7.4% hits | AID 1794777
Starred values were filed as active, the others as inactive; . = no result given; & = joins results of further samples. The calls were made as follows: active = growth percent below 10; inactive = the rest. An unsorted share of the library; overall some 15% were active at least once.

SMILES	MCF7	SR	BT-549	MDA-MB-468	MDA-MB-435	MDA-MB-231	MOLT-4	K-562
NCCCN1CCOCC1	96.7	96.8	95.2	105.3	113.9	.	97.4	99.3
CC(C)(C)OC(=O)N1CCC[C@]2(C)[C@H]3CC=C4[C@H]5[C@@H](O)C(C)(C)CC[C@]5(CO)CC[C@@]4(C)[C@]3(C)CC[C@H]2C1(C)C	16.3	.	88.6	14.4	29.2	49.3	.	.
CN1C(=O)/C(=C/c2cccs2)S/C1=N/c1nccs1	61.3	91.4	107.4	14.0	101.7	89.4	105.1	103.9
CCOC(=O)CC1CSC(c2ccc(Br)cc2)=N1 (centres undefined)	94.6	91.0	98.9	118.4	106.8	106.9	108.4	98.9
Cc1ccccc1-c1nnc(-c2cccc3ccccc23)o1	46.7	98.4	99.8	21.4	102.5	83.9	95.0	102.5
CC(C)CCOc1ccc(NC(=S)Nc2ccc(OCCC(C)C)cc2)cc1	108.5	72.5	109.5	.	89.2	94.4	63.2	75.0
CC1(O)CCCC1	94.2	73.1	100.3	102.8	101.9	110.8	86.8	97.8
COc1ccc(OC)c(-c2c(C#N)c(-c3cccs3)nc3c2c(-c2ccccc2)nn3-c2ccccc2)c1	98.6	106.2	120.9	104.5	104.1	105.2	99.4	106.1
COc1ccc(-c2cc(C(=O)N=Nc3c(O)[nH]c4ccccc34)no2)cc1	95.1	.	109.4	106.2	102.3	96.9	105.8	90.7
NC(=O)NCNC(N)=O	99.7	99.1	96.7	106.3	107.3	90.4	106.4	101.7
CC(=O)C1(C)CCC2C3C=C(C)C4=CC(=O)CCC4(C)C3CCC21C (centres undefined)	99.9	74.5	70.1	75.0	96.9	95.3	83.3	59.5
CC(C)NC(=O)c1c2c(n3ccccc13)C(=O)c1ccccc1C2=O	94.4	87.5	102.4	112.4	119.6	101.4	102.7	85.0
COc1ccc(N(C)c2ncnc3occ(C)c23)cc1	9.7*	-36.1*	.	30.2	7.1*	-3.1*	-1.4*	1.4*
O=C(O)C1CC2C=CC1C2 (centres undefined)	95.5&94.6	116.4&84.6	94.5&100.4	.	106.8&100.1	113.5&115.9	112.9&96.6	116.8&109.5
Cc1cc(C)c2nc(NC(=O)C(Cl)(Cl)Cl)sc2c1	90.5	99.2	130.1	106.2	97.6	97.7	99.6	101.9
COc1ccc(S(=O)(=O)Nc2ccc(-c3ccc4c(c3)NC(=O)/C4=C\c3ccc[nH]3)cc2)cc1OC	-39.0*	8.0*	13.3	-56.2*	22.0	-46.1*	49.0	28.7
Fc1ccc(Nc2nccc(Nc3ccc4[nH]ncc4c3)n2)cc1	63.2	38.3	66.9	47.4	74.6	78.6	26.0	38.7
CCOC(=O)[C@@H]1CCCN(S(=O)(=O)c2ccc(S(=O)(=O)N(CC)CC)cn2)C1	69.2	43.8	73.0	75.8	78.1	86.1	76.6	32.4
CCN(CC)CCn1c2ccc(O)cc2c2sc3cc(OC)ccc3c(=O)c21	-55.2*	-13.4*	68.1	33.8	19.4	31.6	5.4*	-34.8*
Clc1cccc(Nc2nc(Nc3cnc4ccccc4c3)c3[nH]cnc3n2)c1	64.9	80.8	73.7	86.0	84.4	47.7	90.6	81.5
O=C1Nc2ccc([N+](=O)[O-])cc2/C1=N/c1n[nH]c(=S)s1	97.5	88.2	128.3	101.5	102.0	102.3	110.0	94.2
COc1ccc2c(c1)C(Sc1ccc(SC)cc1)c1c(nc(N)c(C#N)c1N)O2 (centres undefined)	71.7	50.3	65.4	105.3	96.0	83.0	77.7	80.2
Cc1[nH]n(C(=O)c2ccncc2)c(=O)c1N=Nc1ccc(S(=O)(=O)Nc2ccncn2)cc1	101.9	78.1	126.7	103.1	116.5	103.4	102.4	55.3
O=C1c2cccc3c(-c4ccc5c(c4)ncn5C4CCCCC4)ccc(c23)C(=O)N1c1ccc(F)cc1	75.9	78.2	86.2	89.8	101.9	78.1	74.1	.
COc1ccc(/C=C2/Oc3c(c(OC)c4ccoc4c3CN3CCOCC3)C2=O)cc1	89.4	78.8	35.0	96.7	106.9	74.4	77.2	86.2
CCCN(CCC)C(C)C(O)c1cc2c(c3ccccc13)CCCC2 (centres undefined)	87.0	72.4	.	106.4	104.9	71.3	73.6	69.5
CCOc1cccc(/C=N/NC(=O)c2cccc(Nc3ccnc(C(F)(F)F)c3)c2)c1O	17.4	41.4	48.5	31.4	34.4	45.0	18.2	28.7
CCC1(CC)CC1C(N)=O (centres undefined)	128.4	102.1	107.1	114.0	108.9	125.6	110.1	99.9
NS(=O)(=O)c1ccc(NNCCC(=O)c2ccc3ccccc3c2)cc1	85.9	108.7	105.3	100.4	99.1	95.3	97.4	102.9
N#C/C(=C\c1ccc(-c2ccc(Br)cc2)o1)c1nc2ccccc2s1	61.3	.	112.7	106.6	106.8	92.9	100.7	98.8
Cc1nc2sc(-c3ccc(CN4CCN(C)CC4)cc3)nn2c(=O)c1Cl	96.9	99.4	102.2	104.0	102.4	103.8	.	123.6
CC(=O)O[C@H]1Cc2c([nH]c3ccccc23)[C@@H](c2ccc(Cl)cc2)N1C(=O)CCNC(C)(C)C	34.3	3.8*	53.7	8.3*	70.0	-26.0*	28.6	8.7*
COc1cccc(Cc2cc(-c3ccccc3)n[nH]c2=O)c1	94.3	83.2	94.3	89.1	110.3	85.9	91.0	89.8
COc1cc(CSc2nc3ccc(C)cc3c(=O)n2Cc2ccccc2)cc(OC)c1OC	18.0	18.0	34.8	-25.1*	-5.8*	44.4	30.8	13.8
CSc1nc(Nc2ccc(S(=O)(=O)Nc3ccon3)cc2)c(C#N)c(-c2ccc(Cl)cc2)n1	94.3	-37.8*	90.5	93.1	97.9	102.3	-20.8*	-0.6*
CC1(C(Cl)(Cl)Cl)C=CC(=O)C=C1	105.6	88.8	105.7	113.2	98.5	109.7	84.7	85.8
O=[N+]([O-])c1ccc(Sc2nc3ccccc3[nH]2)c(Cl)c1	93.1	98.3	103.2	98.6	99.0	71.4	94.7	99.2
CC(=O)Nc1cc2c(cc1[N+](=O)[O-])-c1ccc([N+](=O)[O-])cc1C2	83.4	65.3	83.1	67.0	82.6	84.1	98.4	32.4
O=[N+]([O-])c1cc(Br)c2cccnc2c1O	96.3	96.0	86.2	95.3	94.4	108.9	92.0	95.5
N#Cc1c(-c2ccccc2)nc2c(c(-c3ccc(Cl)cc3)nn2-c2ccccc2)c1-c1ccccc1	90.4	95.6	106.7	108.2	106.1	101.2	95.7	92.6
O=C(O)Cc1cccc(=O)c(O)c1C(=O)O	100.0	102.5	102.2	105.1	109.3	109.7	106.1	.
Cc1cc(C)cc(CCCCCCCCCCCCCCCCCC(=O)O)c1	96.1	106.9	103.0	106.1	115.5	119.7	98.3	114.6
CN(c1ccc(F)cc1)S(=O)(=O)c1ccc(-c2cnc(C3CC3)o2)cc1	23.7	20.1	46.2	-8.4*	-26.2*	28.4	25.6	10.3
O=C1S/C(=C\c2ccc(Br)cc2)C(=O)N1/N=C/c1ccc(Br)cc1	93.4	112.3	107.6	101.3	105.7	92.7	105.9	104.9
COc1cc(-c2nc(N3CCOCC3)c3ccccc3n2)cc(OC)c1OC	68.4	36.8	53.6	67.5	70.7	61.5	.	70.8

Fetched by compound from above, 3 records:
SMILES	MCF7	SR	BT-549	MDA-MB-468	MDA-MB-435	MDA-MB-231	MOLT-4	K-562
N#Cc1c(-c2ccccc2)nc2c(c(-c3ccc(Cl)cc3)nn2-c2ccccc2)c1-c1ccccc1	90.4	95.6	106.7	108.2	106.1	101.2	95.7	92.6
Cc1cc(C)cc(CCCCCCCCCCCCCCCCCC(=O)O)c1	96.1	106.9	103.0	106.1	115.5	119.7	98.3	114.6
O=[N+]([O-])c1cc(Br)c2cccnc2c1O	96.3	96.0	86.2	95.3	94.4	108.9	92.0	95.5

Further entries
SMILES	MCF7	SR	BT-549	MDA-MB-468	MDA-MB-435	MDA-MB-231	MOLT-4	K-562
CCCCCCCCCCCC1=NC(C)(C)CO1	99.0	97.9	99.0	85.4	103.4	100.7	112.5	94.2
COc1ccccc1NC(=O)CSc1n[nH]c(-c2ccncc2)n1	81.2	91.3	100.5	87.1	96.2	86.1	79.4	86.6
CCCN(CCC)CC(O)c1cc(C(F)(F)F)nc2c(C(F)(F)F)cccc12 (centres undefined)	91.2	95.3	95.3	74.7	102.8	64.9	82.5	81.2
CN1CCN(c2ccc3nc4c(nc3c2C(F)(F)F)C(=O)c2ncccc2C4=O)CC1	-57.0*	-27.2*	-97.0*	-62.4*	-91.8*	-6.0*	-36.4*	-6.7*
COc1ccc(Oc2nc(NC3CCCCCC3)nc(Oc3ccc(OC)cc3)n2)cc1	72.6	83.2	92.0	91.0	93.1	82.9	70.6	80.6
COc1cc(/C=C\c2cc(/C=C\c3ccc(O)c(OC)c3)n(C(=O)COc3ccc(Cl)cc3Cl)n2)ccc1O	4.2*	0.0*	1.4*	12.5	-12.1*	10.1	-0.3*	4.4*
CON(C)C(=O)c1cc(-c2ccc(C)cc2)n(-c2ccc(S(C)(=O)=O)cc2)n1	87.9	87.5	93.3	99.8	101.6	.	84.9	97.4
CN(C)C(c1ccccc1)C(c1ccccc1)c1ccccc1 (centres undefined)	107.1	.	101.7	99.5	82.7	71.7	.	.
CC(C)(C)c1ccc(CC(Cc2ccc(C(C)(C)C)cc2)(C2=N[C@H](c3ccccc3)CO2)C2=N[C@@H](c3ccccc3)CO2)cc1	81.8	80.7	93.2	75.4	93.9	88.9	68.0	91.1
Oc1ccc(-c2ccccc2)cc1Br	110.1	97.1	.	116.8	113.3	109.3	90.7	89.3
CC1COC(c2ccc(N(C)C)cc2)O1 (centres undefined)	108.7	99.4	121.3	98.9	106.6	97.4	100.3	102.7
CCc1ccc(Nc2ncnc3c2c(C)nn3-c2ccc([N+](=O)[O-])cc2)cc1	84.9	78.3	103.1	90.9	84.5	94.8	94.6	92.3
Cn1c(=O)sc2cc3ccccc3nc21	94.0	126.9	116.8	92.0	97.2	110.5	133.0	106.0
C/C(=C(/C)C1CC1CCNS(=O)(=O)c1ccc(C)cc1)c1ccc(C(C)(C)C)cc1 (centres undefined)	63.8	68.5	108.7	49.2	80.6	75.4	78.9	67.5
O=C1c2ccccc2C(=O)c2c1ccc(C(=O)Cl)c2[N+](=O)[O-]	96.5	97.6	115.3	96.8	100.9	100.0	99.2	108.1

Given with each value named: part of the list above.
SMILES: CCCCCCCCCCCC1=NC(C)(C)CO1
  MCF7: 99.0
  SR: 97.9
  BT-549: 99.0
  MDA-MB-468: 85.4
  MDA-MB-435: 103.4
  MDA-MB-231: 100.7
  MOLT-4: 112.5
  K-562: 94.2

SMILES: COc1ccccc1NC(=O)CSc1n[nH]c(-c2ccncc2)n1
  MCF7: 81.2
  SR: 91.3
  BT-549: 100.5
  MDA-MB-468: 87.1
  MDA-MB-435: 96.2
  MDA-MB-231: 86.1
  MOLT-4: 79.4
  K-562: 86.6

SMILES: CCCN(CCC)CC(O)c1cc(C(F)(F)F)nc2c(C(F)(F)F)cccc12 (centres undefined)
  MCF7: 91.2
  SR: 95.3
  BT-549: 95.3
  MDA-MB-468: 74.7
  MDA-MB-435: 102.8
  MDA-MB-231: 64.9
  MOLT-4: 82.5
  K-562: 81.2

SMILES: CN1CCN(c2ccc3nc4c(nc3c2C(F)(F)F)C(=O)c2ncccc2C4=O)CC1
  MCF7: -57.0*
  SR: -27.2*
  BT-549: -97.0*
  MDA-MB-468: -62.4*
  MDA-MB-435: -91.8*
  MDA-MB-231: -6.0*
  MOLT-4: -36.4*
  K-562: -6.7*

Remaining list, next part.
SMILES	MCF7	SR	BT-549	MDA-MB-468	MDA-MB-435	MDA-MB-231	MOLT-4	K-562
Cc1cc(C(C)(C)C)cc(C)c1[N+](=O)[O-]	96.1	97.6	111.6	108.1	108.1	127.2	99.8	100.2
CCOC(=O)c1no[n+]([O-])c1C(=O)OCC	98.0	90.9	94.9	96.9	97.3	108.4	96.5	88.4
CS(=O)(=O)c1ccc(C(=S)Nc2ccc(Cl)c(-c3ccccn3)c2)c(Cl)c1	89.4	.	86.0	103.4	102.0	96.2	95.9	85.7
O=C(O)c1ccc(-n2cc(/C=N/Nc3ccc(F)cc3F)c(-c3ccc(O)cc3)n2)cc1	87.0	77.0	79.5	98.9	98.7	71.6	89.2	93.6
Cc1n[nH]c(=O)c2noc(C)c12	90.2	.	102.9	88.3	98.8	106.0	.	.
Cc1cc(C)c(O)c(CN(C)Cc2cc(Cl)cc(Cl)c2O)c1	113.4&35.6	45.4&35.8	84.1&78.8	72.3&55.8	57.9&72.8	65.6&61.0	59.2&34.3	22.5
COC(=O)c1ccccc1NC(=O)c1nnn(-c2ccccc2)c1-c1ccco1	87.2	110.3	95.5	107.2	98.1	93.7	101.7	100.2
COc1ccc(-n2ncn(Cn3cnn(-c4ccc(OC)cc4)c3=O)c2=O)cc1	91.3	.	90.7	89.5	92.2	94.5	109.2	109.0
Cc1nnc2[nH]c(=O)c(/C=C\c3ccco3)nn2c1=O	69.5	96.6	110.3	94.4	115.9	111.3	79.6	120.4
NC(=S)N/N=C/c1ccc(OCc2ccccc2)cc1	52.1	62.8	58.4	47.3	74.0	69.9	32.1	43.7
COc1ccc(CCCc2c3[n+](cc4c(OC)c(OC)ccc24)CCc2cc4c(cc2-3)OCO4)cc1	93.7	37.6	41.8	1.7*	39.7	84.6	76.8	57.8
COc1ccc(/C(=N\O)c2cc(OC)c(OC)c(OC)c2)c(OC)c1N	15.6	.	2.3*	29.2	-66.3*	36.9	24.1	7.1*
COC(=O)/C(CCC=C(C)C)=C1\[C@@H](OC(C)=O)C[C@@]2(C)[C@H]1C/C(=N\O)[C@H]1[C@@]3(C)CCNC(=O)[C@@H](C)[C@@H]3CC[C@@]12C	88.2	101.5	119.7	105.1	106.1	96.8	90.1	92.8
O=C(c1ccc(O)c(O)c1)c1c(O)cc(O)cc1O	98.6	.	.	.	113.5	96.9	89.9	97.6

Screens: PubChem BioAssay, NCI
